Screening results as filed in PubChem BioAssay.
NSD2 block – blocks human NSD2 histone methyltransferase activity; O96028; NSD2-SET H3K36me1 DELFIA fluorescence, biochemical; inhibition, % at 12.5 µM; hit rate 0.07% among 44,000; AID 624260; in the data active = inhibition above about 54%, passing the limit was not always enough;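 also: inhibitors reduce the monomethyl H3K36 fluorescence signal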
Target sequence (O96028 whole entry, looked up): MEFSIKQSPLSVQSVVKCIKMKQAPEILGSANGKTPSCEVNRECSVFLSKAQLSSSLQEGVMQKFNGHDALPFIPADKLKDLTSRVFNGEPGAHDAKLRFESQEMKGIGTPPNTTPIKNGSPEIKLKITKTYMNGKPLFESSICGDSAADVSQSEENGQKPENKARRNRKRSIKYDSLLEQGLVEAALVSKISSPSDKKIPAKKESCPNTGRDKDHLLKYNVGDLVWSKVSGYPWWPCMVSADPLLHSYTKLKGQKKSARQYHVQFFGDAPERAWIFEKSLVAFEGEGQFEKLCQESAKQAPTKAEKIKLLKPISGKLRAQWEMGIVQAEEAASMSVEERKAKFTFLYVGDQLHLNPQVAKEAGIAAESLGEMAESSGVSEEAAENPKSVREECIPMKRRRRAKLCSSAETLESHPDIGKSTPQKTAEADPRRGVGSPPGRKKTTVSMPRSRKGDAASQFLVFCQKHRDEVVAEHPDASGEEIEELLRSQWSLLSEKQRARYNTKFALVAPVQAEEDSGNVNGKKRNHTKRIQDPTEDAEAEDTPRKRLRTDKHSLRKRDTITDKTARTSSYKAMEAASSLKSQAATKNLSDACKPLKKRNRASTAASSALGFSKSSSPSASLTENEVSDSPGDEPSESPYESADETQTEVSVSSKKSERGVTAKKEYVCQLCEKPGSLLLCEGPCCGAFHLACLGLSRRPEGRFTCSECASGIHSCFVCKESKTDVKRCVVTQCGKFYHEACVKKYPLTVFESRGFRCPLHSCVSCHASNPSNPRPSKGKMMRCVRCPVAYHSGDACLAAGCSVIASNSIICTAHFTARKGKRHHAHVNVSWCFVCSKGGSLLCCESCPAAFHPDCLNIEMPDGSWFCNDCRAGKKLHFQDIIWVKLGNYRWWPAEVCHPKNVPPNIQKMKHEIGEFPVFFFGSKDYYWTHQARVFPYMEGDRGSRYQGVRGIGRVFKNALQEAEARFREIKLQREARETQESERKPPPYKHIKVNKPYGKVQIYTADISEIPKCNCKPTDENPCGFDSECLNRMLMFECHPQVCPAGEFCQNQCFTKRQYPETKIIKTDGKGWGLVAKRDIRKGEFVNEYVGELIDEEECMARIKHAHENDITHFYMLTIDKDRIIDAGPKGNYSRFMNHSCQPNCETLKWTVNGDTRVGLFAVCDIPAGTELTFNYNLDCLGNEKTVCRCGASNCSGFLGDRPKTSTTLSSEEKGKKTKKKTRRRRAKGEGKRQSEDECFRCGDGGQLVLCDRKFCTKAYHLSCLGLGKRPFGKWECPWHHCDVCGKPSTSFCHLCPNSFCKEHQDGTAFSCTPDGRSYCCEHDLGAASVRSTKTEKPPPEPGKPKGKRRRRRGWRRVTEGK
Numbers without * were called inactive.

SMILES	NSD2 block
C[C@H](CO)N1C[C@H](C)[C@@H](CN(C)C(=O)Nc2ccc(F)cc2)Oc2ccc(NC(=O)CCCCCC(=O)Nc3ccccc3N)cc2CC1=O	13
C[C@H]1CN([C@@H](C)CO)C(=O)c2cccc(NC(=O)Nc3ccccc3)c2O[C@@H]1CN(C)C(=O)NC1CCCCC1	-3
C[C@H]1CN([C@@H](C)CO)C(=O)c2cc(Br)cnc2O[C@H]1CN(C)C(=O)Nc1ccc(F)cc1	2
O=C(C[C@H]1C[C@H]2c3cc(NC(=O)C4CCC4)ccc3O[C@H]2[C@H](CO)O1)NCc1cccc(F)c1	-1
C[C@H](CO)N1C[C@H](C)[C@H](CN(C)Cc2ccc(Oc3ccccc3)cc2)Oc2c(NS(=O)(=O)c3ccccc3)cccc2C1=O	-2
C[C@@H]1CN([C@@H](C)CO)C(=O)c2cccc(NC(=O)c3ccc(-c4nccs4)cc3)c2O[C@@H]1CN(C)C	7
Cc1noc(C)c1S(=O)(=O)N(C)C[C@@H]1OCCCC[C@@H](C)Oc2ccc(NS(=O)(=O)c3ccccc3)cc2C(=O)N([C@@H](C)CO)C[C@H]1C	2
C[C@H](CO)N1C[C@H](C)[C@@H](CN(C)C)Oc2cc(-c3ccc(F)cc3)ccc2S1(=O)=O	-2
C[C@H]1CN([C@@H](C)CO)C(=O)c2cc(NC(=O)Cc3ccccc3)ccc2O[C@@H]1CN(C)C	2
COc1ccc(S(=O)(=O)Nc2ccc3c(c2)C(=O)N([C@H](C)CO)C[C@H](C)[C@@H](CN(C)C(=O)Nc2ccc4c(c2)OCO4)OCCCC[C@H](C)O3)cc1	-6
COCCNC(=O)C[C@H]1C=C[C@H](NC(=O)NC2CCCCC2)[C@@H](CO)O1	0
Cc1noc(C)c1NC(=O)Nc1ccc2c(c1)C(=O)N([C@@H](C)CO)C[C@H](C)[C@H](CN(C)S(=O)(=O)c1ccc(F)cc1)O2	5
COc1ccc(CN(C)C[C@@H]2Oc3c(NC(=O)Nc4ccc5c(c4)OCO5)cccc3C(=O)N([C@@H](C)CO)C[C@H]2C)cc1	-2
COc1ccc(S(=O)(=O)Nc2ccc3c(c2)CC(=O)N([C@H](C)CO)C[C@@H](C)[C@@H](CN(C)C)O3)cc1	5
CCc1sc(-c2ccc(Cl)cc2)nc1C(=O)OC	3
C[C@@H]1CN([C@H](C)CO)C(=O)c2cc(NS(=O)(=O)c3ccc(Cl)cc3)ccc2O[C@@H](C)CCCCO[C@@H]1CN(C)C	-1
CC(C)CC#Cc1ccc2c(c1)O[C@@H](CN(C)C(=O)CN(C)C)[C@H](C)CN([C@@H](C)CO)S2(=O)=O	-7
Cc1noc(C)c1NC(=O)N(C)C[C@@H]1OCCCC[C@@H](C)Oc2ccc(NC(=O)CCC(F)(F)F)cc2C(=O)N([C@H](C)CO)C[C@@H]1C	7
C[C@H]1CN([C@@H](C)CO)C(=O)c2cccc(NC(=O)CCCCCC(=O)Nc3ccccc3N)c2O[C@@H]1CN(C)Cc1ccc(Oc2ccccc2)cc1	2
C[C@@H]1CN([C@H](C)CO)C(=O)c2cc(Br)cnc2O[C@@H]1CN(C)Cc1ccccn1	-7
C[C@H]1CCCCO[C@H](CN(C)C(=O)Nc2ccccc2)[C@@H](C)CN([C@@H](C)CO)C(=O)c2cc(NC(=O)Nc3ccc(C(F)(F)F)cc3)ccc2O1	-6
CO[C@@H](CN(C)Cc1cc(F)ccc1F)[C@H](C)CN(C(=O)Nc1ccc(C(F)(F)F)cc1)[C@H](C)CO	-11
C[C@H](CO)N1C[C@H](C)[C@@H](CN(C)C(=O)Nc2cccc3ccccc23)Oc2ccc(NS(=O)(=O)c3cccs3)cc2CC1=O	4
C[C@@H]1CCCCO[C@H](CN(C)Cc2ccccc2)[C@H](C)CN([C@H](C)CO)C(=O)c2cc(NS(=O)(=O)c3ccc(Cl)cc3)ccc2O1	-2
COc1ccc(NC(=O)N(C)C[C@H]2OCCCC[C@H](C)Oc3ccc(NC(=O)NC4CCCCC4)cc3C(=O)N([C@H](C)CO)C[C@@H]2C)cc1	6
Cc1ccc(S(=O)(=O)N(C)C[C@@H]2OCCCC[C@H](C)Oc3ccc(NS(C)(=O)=O)cc3C(=O)N([C@H](C)CO)C[C@@H]2C)cc1	1
CC(Oc1ccccc1)C(=O)N[C@@H]1C(=O)N2[C@@H]1SC(C)(C)[C@@H]2C(=O)O (stereo partly specified)	1
COc1cccc(CNc2nc3ccccc3n2C)c1OC	1
COc1ccc(NC(=O)Nc2ccc3c(c2)C(=O)N([C@H](C)CO)C[C@H](C)[C@H](CN(C)C)OCCCC[C@H](C)O3)cc1	0
C[C@H]1CN([C@@H](C)CO)C(=O)c2cc(C#CC3CCCCC3)cnc2O[C@@H]1CN(C)C(=O)NC1CCCC1	3
CCC(=O)N(C)C[C@H]1Oc2ncc(-c3ccc(C#N)cc3)cc2C(=O)N([C@H](C)CO)C[C@@H]1C	0
COc1cccc(S(=O)(=O)N(C)C[C@H]2Oc3cc(C#CCC(C)C)ccc3S(=O)(=O)N([C@@H](C)CO)C[C@H]2C)c1	-6
C[C@H](CO)N1C[C@H](C)[C@@H](CN(C)S(=O)(=O)c2cn(C)cn2)Oc2ccc(NC(=O)Nc3ccc(C(F)(F)F)cc3)cc2CC1=O	-3
CC(C)NC(=O)Nc1ccc2c(c1)CC(=O)N([C@@H](C)CO)C[C@@H](C)[C@H](CN(C)Cc1ccc3c(c1)OCO3)O2	9
C[C@H](CO)N1C[C@H](C)[C@H](CN(C)C(=O)Nc2ccc(F)cc2)OCCCC[C@H](C)Oc2ccc(NC(=O)c3ccncc3)cc2C1=O	-2
C[C@H](CO)N1C[C@H](C)[C@H](CN(C)Cc2ccc(Cl)c(Cl)c2)Oc2ccc(NC(=O)Nc3ccc(C(F)(F)F)cc3)cc2C1=O	-2
COc1ccc(C#Cc2ccc3c(c2)[C@]2(C(=O)N3)[C@H](C(=O)O)[C@H]3C(=O)O[C@H](c4ccccc4)[C@H](c4ccccc4)N3[C@@H]2c2ccccc2OCCO)cc1	16
COc1ccccc1S(=O)(=O)N(C)C[C@@H]1Oc2ncc(-c3ccc(C)cc3)cc2C(=O)N([C@@H](C)CO)C[C@H]1C	3
O=C(C[C@@H]1C[C@@H]2c3cc(NC(=O)c4ccc5c(c4)OCO5)ccc3O[C@@H]2[C@@H](CO)O1)NCc1cccc(F)c1	2
CC(C)(C)OC(=O)NC1(/C=N/NC(=O)c2cccc(C(=O)NO)c2)CCCC1	4
CC(C)NC(=O)N(C)C[C@H]1Oc2cc(C3=CCCCC3)ccc2S(=O)(=O)N([C@H](C)CO)C[C@@H]1C	-4
C[C@H](CO)N1C[C@H](C)[C@H](CN(C)S(=O)(=O)c2ccc(Oc3ccccc3)nc2)OCc2cn(nn2)CCCC1=O	3
C[C@@H]1CN([C@H](C)CO)C(=O)c2cc(NC(=O)CCN3CCOCC3)ccc2O[C@@H]1CN(C)Cc1ccc(-c2ccccc2)cc1	-30
C[C@@H]1CN([C@@H](C)CO)S(=O)(=O)c2ccc(-c3cncnc3)cc2O[C@H]1CN(C)C(=O)CC1CC1	-5
C[C@@H]1CN([C@H](C)CO)C(=O)c2cc(NC(=O)C3CCCCC3)ccc2O[C@@H](C)CCCCO[C@@H]1CN(C)C(=O)Nc1ccccc1	-6
CC(C)C#Cc1cnc2c(c1)C(=O)N([C@H](C)CO)C[C@@H](C)[C@H](CN(C)Cc1ccccc1)O2	-1
C[C@@H]1CN([C@H](C)CO)C(=O)c2cc(NS(=O)(=O)c3ccccc3)ccc2O[C@@H]1CN(C)Cc1ccc(C(F)(F)F)cc1	1
C[C@H]1C(=O)N2c3ccccc3[C@@]3(O)C[C@@H]4C(=O)N[C@@](C)(c5nc6ccccc6c(=O)n54)N1[C@@H]23	-7

In the list so far, these have a Cl atom.
SMILES	NSD2 block
CCc1sc(-c2ccc(Cl)cc2)nc1C(=O)OC	3
C[C@@H]1CN([C@H](C)CO)C(=O)c2cc(NS(=O)(=O)c3ccc(Cl)cc3)ccc2O[C@@H](C)CCCCO[C@@H]1CN(C)C	-1
C[C@@H]1CCCCO[C@H](CN(C)Cc2ccccc2)[C@H](C)CN([C@H](C)CO)C(=O)c2cc(NS(=O)(=O)c3ccc(Cl)cc3)ccc2O1	-2
C[C@H](CO)N1C[C@H](C)[C@H](CN(C)Cc2ccc(Cl)c(Cl)c2)Oc2ccc(NC(=O)Nc3ccc(C(F)(F)F)cc3)cc2C1=O	-2

Other structures follow.
SMILES	NSD2 block
CCCN(C)C[C@H]1OCCCC[C@@H](C)Oc2ccc(NC(=O)Cc3ccccc3)cc2C(=O)N([C@@H](C)CO)C[C@H]1C	-4
CC(=O)N(C)C[C@H]1Oc2cc(-c3cccc(F)c3)ccc2S(=O)(=O)N([C@H](C)CO)C[C@H]1C	-5
C[C@H](CO)N1C[C@H](C)[C@@H](CN(C)C(=O)C2CCCCC2)OCCCC[C@H](C)Oc2ccc(NS(=O)(=O)c3ccccc3)cc2C1=O	6
CNC[C@H]1Oc2ccc(NC(=O)Nc3ccc(OC)cc3)cc2C(=O)N([C@H](C)CO)C[C@H]1C	3
C[C@H]1CN([C@@H](C)CO)S(=O)(=O)c2ccc(-c3cncnc3)cc2O[C@H]1CN(C)C	8
Cc1ccc(S(=O)(=O)Nc2ccc3c(c2)C(=O)N([C@@H](C)CO)C[C@@H](C)[C@H](CN(C)Cc2ccncc2)OCCCC[C@@H](C)O3)cc1	1
C[C@@H]1CN([C@H](C)CO)C(=O)c2cc(NC(=O)C3CC3)ccc2O[C@H]1CN(C)C(=O)Nc1ccc2c(c1)OCO2	12
C[C@H]1CCCCO[C@H](CN(C)S(=O)(=O)c2ccccc2)[C@@H](C)CN([C@@H](C)CO)C(=O)c2cc(NC(=O)Nc3ccc(C(F)(F)F)cc3)ccc2O1	-1
C[C@H](CO)N1C[C@H](C)[C@@H](CN(C)C)Oc2ccc(NC(=O)C3CC3)cc2C1=O	5
COC(=O)C(CC#Cc1ccc2c(c1)[C@]1(C(=O)N2)[C@H](C(=O)O)[C@H]2C(=O)O[C@H](c3ccccc3)[C@H](c3ccccc3)N2[C@@H]1c1ccc(O)cc1)C(=O)OC	-7
C[C@@H]1CN([C@H](C)CO)C(=O)c2cccc(NS(=O)(=O)c3cccs3)c2O[C@H]1CN(C)CC1CC1	1
COc1cccc(NC(=O)N[C@H]2C=C[C@H](CC(=O)N3CCOCC3)O[C@@H]2CO)c1	1

The final 5 records of the section before lead into the next.
SMILES	NSD2 block
C[C@H]1CCCCO[C@H](CN(C)S(=O)(=O)c2ccccc2)[C@@H](C)CN([C@@H](C)CO)C(=O)c2cc(NC(=O)Nc3ccc(C(F)(F)F)cc3)ccc2O1	-1
C[C@H](CO)N1C[C@H](C)[C@@H](CN(C)C)Oc2ccc(NC(=O)C3CC3)cc2C1=O	5
COC(=O)C(CC#Cc1ccc2c(c1)[C@]1(C(=O)N2)[C@H](C(=O)O)[C@H]2C(=O)O[C@H](c3ccccc3)[C@H](c3ccccc3)N2[C@@H]1c1ccc(O)cc1)C(=O)OC	-7
C[C@@H]1CN([C@H](C)CO)C(=O)c2cccc(NS(=O)(=O)c3cccs3)c2O[C@H]1CN(C)CC1CC1	1
COc1cccc(NC(=O)N[C@H]2C=C[C@H](CC(=O)N3CCOCC3)O[C@@H]2CO)c1	1
O=C(C[C@@H]1C=C[C@@H](NC(=O)CN2CCOCC2)[C@H](CO)O1)NCc1cccc(F)c1	0
Oc1ccc(CCCCC(O)CCc2ccc(O)cc2)cc1 (stereo unspecified)	-7
CS(=O)(=O)Nc1ccc2c(c1)[C@@H]1C[C@H](CC(=O)NCc3ccccn3)O[C@H](CO)[C@@H]1O2	-11
C[C@H]1CN([C@@H](C)CO)C(=O)Cc2cc(NC(=O)Nc3ccc(F)cc3)ccc2O[C@H]1CN(C)CC1CC1	-2
Cn1cnc(S(=O)(=O)N[C@@H]2C=C[C@H](CC(=O)NCC3CCCCC3)O[C@H]2CO)c1	4
C[C@@H]1CN([C@H](C)CO)C(=O)Cc2cc(NC(=O)CCC(F)(F)F)ccc2O[C@H]1CN(C)CC1CC1	1
C[C@@H]1CN([C@H](C)CO)S(=O)(=O)c2ccc(C#CC3(O)CCCC3)cc2O[C@@H]1CN(C)C(=O)c1ccncc1	-2
C[C@@H]1CN([C@@H](C)CO)C(=O)Cc2cc(NS(=O)(=O)c3ccc(Cl)cc3)ccc2O[C@@H]1CN(C)C(=O)Nc1ccc(C(F)(F)F)cc1	-2
C/C(=N\O)C(=O)NCCCCCNC(=O)OCc1ccccc1	1
C[C@H]1CN([C@@H](C)CO)C(=O)Cc2cc(NS(=O)(=O)c3ccc(Cl)cc3)ccc2O[C@@H]1CN(C)C(=O)Nc1ccc(F)cc1	12
C[C@@H]1CCCCO[C@@H](CN(C)C(=O)c2ccncc2)[C@@H](C)CN([C@@H](C)CO)C(=O)c2cc(NS(=O)(=O)c3ccc(F)cc3)ccc2O1	2
C/C=C/c1cnc2c(c1)C(=O)N([C@H](C)CO)C[C@H](C)[C@H](CN(C)C(=O)Nc1ccc(C(F)(F)F)cc1)O2	-16
C[C@H]1CCCCO[C@@H](CN(C)C(=O)Nc2cccc3ccccc23)[C@@H](C)CN([C@@H](C)CO)C(=O)c2cc(NS(=O)(=O)c3ccccc3)ccc2O1	1
C[C@@H]1CN([C@@H](C)CO)C(=O)c2cc(C#CCN(C)C)cnc2O[C@H]1CN(C)C(=O)c1ccc(F)cc1	2
C[C@@H]1CN([C@@H](C)CO)C(=O)Cc2cc(NC(=O)CCN3CCOCC3)ccc2O[C@@H]1CN(C)Cc1ccc2c(c1)OCO2	1
COc1ccc(NC(=O)N(C)C[C@@H]2Oc3ccc(NS(=O)(=O)c4ccc(OC)cc4)cc3C(=O)N([C@@H](C)CO)C[C@H]2C)cc1	2
C[C@@H]1CN([C@@H](C)CO)C(=O)c2cc(NC(=O)Nc3ccccc3)ccc2O[C@@H]1CN(C)Cc1ccc(Cl)c(Cl)c1	-3
C[C@@H]1CCCCO[C@@H](CN(C)CC2CC2)[C@H](C)CN([C@@H](C)CO)C(=O)c2cc(NC(=O)Nc3cccc4ccccc34)ccc2O1	1
C[C@@H]1CCCCO[C@H](CN(C)C(=O)CCCN(C)C)[C@H](C)CN([C@H](C)CO)C(=O)c2cc(NC(=O)c3ccccc3)ccc2O1	2

These rows are one share of the data. The share of hits here may be higher or lower than overall.
